PGC1a acetyl inh: inhibitors of PGC1a acetylation signal, primary screen, cell-based, U2OS, AlphaScreen, inhibitor mode; AlphaScreen anti-acetyl-lysine; with virally co-expressed GCN5 acetyltransferase; inhibition, % at 15.6 µM; 350,000 compounds, 0.17% hits;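 active = every replicate shows inhibition of at least 40%; inconclusive = mean inhibition at least 40% but some replicate below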;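 also: 0% = neutral control wells and 100% = positive control wells; some results beyond the cut were filed as inactive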
EWS-Fli inh: EWS/Fli-driven NR0B1 reporter inhibitors, primary screen, A673 cells, NR0B1 luciferase, luminescence, MLPCN library | viability-normalised | inhibition, % at 12.6 µM | 350,000 compounds, 0.67% hits | AID 651661, 2012;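 active = mean inhibition of at least 50% after viability correction, with every replicate also passing that limit; inconclusive = mean reaches 50% but only one of two replicates passes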;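 also: firefly luciferase signal divided by Alamar Blue viability fluorescence both relative to DMSO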
LGR2 inh: inhibitors of bursicon-induced LGR2 CRE-luciferase signal, primary screen, cell-based, HEK293, CRE-luciferase reporter, bursicon stimulation. 380,000 compounds, 0.35% hits. AID 720647, 2013. Drosophila bursicon receptor LGR2 (rickets). bursicon-stimulated, 4 h. inhibition, % at 9.99 µM;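 active = drop in luminescence signal, shown as inhibition above about 50% in the replicate tests, limit read from the data, passing the limit was not always enough; inconclusive = probably only some replicates passing the limit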;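 also: agonist challenge used bursicon conditioned medium at about half maximal strength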
Casp6 inh: human caspase-6 inhibitors, primary screen, biochemical, VEID-R110 fluorescence, single point, set 2; purified caspase-6, Z-VEID-R110 cleavage fluorescence; P55212; inhibition, % at 12.5 µM; 350,000 compounds, 0.53% hits;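 active = mean inhibition across replicates at least about 35%, with every replicate also reaching that limit, limit read from the data; inconclusive = only one of the two criteria met; inactive = neither criterion met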;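 also: 0% = median of neutral control wells and 100% = no fluorescence left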
Target sequence (P55212 24-179 limits assumed): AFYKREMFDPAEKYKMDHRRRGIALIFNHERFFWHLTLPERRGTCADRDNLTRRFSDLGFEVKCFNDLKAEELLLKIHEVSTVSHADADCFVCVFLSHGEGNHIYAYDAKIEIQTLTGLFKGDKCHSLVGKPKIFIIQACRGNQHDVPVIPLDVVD
Target sequence (P55212 194-293 limits assumed): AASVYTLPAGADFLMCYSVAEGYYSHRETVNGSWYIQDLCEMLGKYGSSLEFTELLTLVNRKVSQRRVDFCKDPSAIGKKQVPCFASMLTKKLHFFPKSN
miR122 inh: miR-122 Renilla sensor signal increase in Huh7, primary screen, miR-122 inhibitor project, cell-based, single point, plate reader; Huh7 miR-122 Renilla luciferase sensor, 48 h; neutral wells = 0, positive control = 100; activation (reporter increase), % at 12.5 µM; 340,000 compounds, 0.3% hits; AID 602342, 2012;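 active = mean replicate activation score at least 90 and every replicate individually at or above 90; inconclusive = only one of the two criteria met; inactive = neither criterion met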;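 also: higher luciferase means less miR-122 activity so hits act as miR-122 inhibitors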
FN deposition inh: inhibitors of fibronectin matrix deposition, primary screen, AH1F cells, Alexa488-fibronectin fluorescence, plate reader; 350,000 compounds, 0.086% hits; AID 743247, 2014; inhibition, % at 12.6 µM; AH1F fibroblasts, overnight;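 active = mean inhibition across replicates of 30% or more, regardless of how many single replicates reach that level; inconclusive = mean under 30% yet at least half of replicates reach 30%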;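 also: positive control wells lacked labelled fibronectin entirely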
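Assay system: AH1F fibroblast monolayer, labelled fibronectin deposition. Amount: 10000 cells per well. Also added: labelled fibronectin 24 nM. Compound: single-point pinned compound. Incubation: cell attachment 1 h, compound and FN exposure overnight. Detection: fluorescence after three HBSS washes, excitation 485 nm, emission 525 nm. Read-out: inhibition of fibronectin deposition signal.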
PAX8 inh HTS: inhibitors of PAX8-driven TPO luciferase reporter, primary screen, RMG-I cells, single concentration; SteadyGlo, 24 h; inhibition, % at 12.6 µM; 360,000 compounds, 1.2% hits; AID 652154, 2013;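 active = mean replicate inhibition at least 60% with every replicate also reaching 60%; inconclusive = only one of the two criteria is met; inactive = mean below 60% and not all replicates reaching 60%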;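 also: luciferase light reporting Pax8 driven TPO promoter activity; plate controls were median of neutral control wells for no effect and mitoxantrone controls for full effect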
Cneo AK release: Cryptococcus neoformans cell lysis inducers, primary screen, AK release luminescence, single concentration | C. neoformans lysis, adenylate kinase release luminescence, 4 h; normalised: neutral wells 0, clomiphene wells 100 | 360,000 compounds, 0.2% hits | lysis activity, % at 15 µM;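 active = mean lysis activity across replicates of at least 80%, whatever share of replicates individually reach that level; inactive = mean lysis activity below 80%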
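Material: C. neoformans cells; Schedule: 4 h static compound exposure, 37 °C, read 1 h post-reagent; Measured by: adenylate kinase release luminescence; Read-out: signal increase indicating cell lysis; Controls: Clomiphene as positive lysis control.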
* marks the source's active call; other numbers are inactive results; ? = inconclusive; . = no result given; [ ] = another dose, or the depositor's remark.

SMILES	PGC1a acetyl inh	EWS-Fli inh	LGR2 inh	Casp6 inh	miR122 inh	FN deposition inh	PAX8 inh HTS	Cneo AK release
C[C@@H]1CN([C@H](C)CO)C(=O)c2cccc(NC(=O)Nc3ccc(F)cc3)c2O[C@@H]1CN(C)C(=O)Nc1ccc(F)cc1	2	-6	14	.	1[16.7 µM]	.	.	-3
O=C(NNC(=O)c1ccc2ccccc2c1)Nc1ccc(F)cc1	1	-6	0	-1	2	-8	.	-4
CC[C@]12c3[nH]c4cc(-c5ccco5)ccc4c3CCN1C(=O)[C@@H](CC(=O)NCCCn1ccnc1)C[C@@H]2C(=O)N1CCN(C(=O)c2ccco2)CC1	.	1	-18	-31	.	0	-13	0
CCCCN(C)Cc1cc(=O)oc2ccc3ccccc3c12	-2	5	13	2	-2	13	19	-6
O=C(/C=C/c1c[nH]c2ccccc12)c1ccccc1	-9	.	-70	.	11	.	-211	2
Cc1ccccc1NC(=O)c1cnn(-c2ccccc2)c1NC(=O)c1ccco1	9	3	21	.	-9	.	.	3
O=C(c1ccc2c(=O)n3c(nc2c1)CCCCC3)N1CCN(c2ccc(F)cc2)CC1	0	2	-3	2	-15	-17	0	33
O=C(NN=C1C2CC3CC1CC(Cl)(C3)C2)c1cccs1	5	1	2	-1	-3	.	2	.
Cc1noc(C)c1S(=O)(=O)Nc1ccc2c(c1)C(=O)N([C@@H](C)CO)C[C@@H](C)[C@@H](CN(C)S(=O)(=O)c1ccccc1)O2	?	4	2	-1	2[16.7 µM]	6	.	-1
N#Cc1ccc(Cl)cc1NC(=O)COC(=O)c1ccc(S(=O)(=O)N2CCCC2)cc1	-1	.	.	.	-1	0	22	1
COc1ccc(O)c(/C=N/NC(=O)c2ccc(CSc3nc(C)cc(C)n3)cc2)c1	.	4	.	1	.	13	53	.
O=C(Nc1nc2ccccc2s1)c1ccc([N+](=O)[O-])o1	.	-140	-45	1	.	2	-39	.
Cn1c(SCC(=O)Nc2ccc(F)cc2)nc2c([nH]c3ccccc32)c1=O	-7	24	-5	-1	29	-3	16	-5
CCn1cc(C(=O)O)c(=O)c2cnc(N3CCN(C(=S)Nc4ccccc4C(F)(F)F)CC3)nc21	-8	6	7	0	2	11	-12	-6
CC(=O)NCc1ccc(S(=O)(=O)N/N=C/c2ccccc2)cc1	.	2	-1	1	.	2	7	.
CC(=O)c1ccc(-n2c(C)c(C(C)=O)c3cc(O)ccc32)cc1	.	-13	13	2	.	2	1	-21
CC[C@]1(C(=O)OC)[C@H]2C(=O)N(C)C(=O)[C@H]2[C@H]2CN(C)C(=NC3CCCCC3)N21	3	-5	4	1	-1	-2	-15	-3
N#C[C@@H]1[C@H](c2ccc(C3=CCCCC3)cc2)[C@H](CO)N1C(=O)Nc1ccccc1F	-25	0	16	1	.	1	-8	0
O=C(Nc1ccccc1)N1CC(=O)N2[C@@H](CO)[C@@H](c3ccc(C#CC4CC4)cc3)[C@@H]2C1	-3	1	-12	2	.	-7	-5	.
CCCCNS(=O)(=O)c1ccc2nc(SCC(=O)Nc3sccc3C#N)[nH]c2c1	-10	.	.	.	202*	-3	23	-4
COC(=O)c1ccc(C2NC(C(=O)O)CS2)cc1 (centres undefined)	13	.	.	.	-7	-8	-30	-1
OC(CCCN1CCC(O)(c2ccc(Cl)cc2)CC1)c1ccc(F)cc1 (centres undefined)	-8	-3	-3	4	-3	-5	3	0
O=C(NC(=O)c1c(F)cccc1F)Nc1cccc(Oc2ncc(Cl)cn2)c1	.	26	-13	1	.	9	-17	.
CCc1cccc(NC(=O)COC(=O)C2CCN(c3ccc(C(F)(F)F)cn3)CC2)c1	4	4	3	2	-7	-2	-7	.
COc1cc(CN2CCC(Oc3cc(C(=O)NC4CC4)ccc3OC)CC2)cc(OC)c1	11	.	8	0	-3	-13	0	2

(listing goes on)
SMILES	PGC1a acetyl inh	EWS-Fli inh	LGR2 inh	Casp6 inh	miR122 inh	FN deposition inh	PAX8 inh HTS	Cneo AK release
COCCNC(=O)c1cc(OC)c(OC)cc1[N+](=O)[O-]	.	-9	4	4	.	23	-5	.
COC(=O)C1=C(C)NC(=O)C1(NS(=O)(=O)c1ccc(C)cc1)C(F)(F)F (centres undefined)	0	5	8	-1	-6	.	.	1
COC(=O)[C@@]12C[C@@H](CC(=O)N3CCN(C(=O)c4ccco4)CC3)C(=O)N(CCc3ccc(OC)c(OC)c3)C1=CCC(C)(C)C2	.	3	-9	0	.	8	1	.
CC(C)NC(=O)Nc1cccc2c1O[C@@H](CN(C)S(=O)(=O)c1ccccc1)[C@@H](C)CN([C@H](C)CO)C2=O	-5	-9	-9	1	8[16.7 µM]	-2	1	0
CCCNC(=O)C[C@H]1CC[C@@H]2[C@H](COC[C@H](O)CN2C(=O)Nc2ccc(Cl)c(Cl)c2)O1	0	-1	-8	3	-6[16.7 µM]	3	8	.
CNC[C@H]1Oc2ccc(NC(=O)Nc3ccc4c(c3)OCO4)cc2C(=O)N([C@@H](C)CO)C[C@H]1C	12	12	13	-2	0[16.7 µM]	.	4	-1
CCCn1c(N)c(C(=O)COC(=O)CNC(=O)c2ccc(C)c(C)c2)c(=O)n(C)c1=O	-2	-3	.	-1	-5	-11	4	0
COC(=O)c1ccc(N)nc1	3	-21	-3	0	-2	-2	-6	.
Cc1ccc(S(=O)(=O)N2CCOCC2)cc1C(=O)Nc1cc(Cl)ccc1N1CCOCC1	5	-5	10	4	-2	-1	15	0
COc1ccc(OCCCC(=O)Nc2cccc(C(C)=O)c2)cc1	-14	.	17	.	-2	-4	-11	-4
CCCN1CCN(C(=O)Nc2ccc(OCC)cc2)CC1	.	4	4	3	.	-33	25	.
COc1ccc(/C(C)=N/OCC(=O)N2CC3(C)CC2CC(C)(C)C3)cc1 (centres undefined)	0	15	-14	1	5	-3	22	7
Cc1cc(F)ccc1S(=O)(=O)N1CCCOC1CNC(=O)C(=O)NC1CCCC1 (centres undefined)	.	.	-6	-4	-8	-4	7	1
Cc1cc(C)c(OCC(=O)OCC(=O)N(C)C2CCS(=O)(=O)C2)c(C)c1 (centres undefined)	.	3	-2	20	-3	-4	1	0
O=C(OCC(=O)N(C1CCCCC1)C1CCCCC1)c1cnccn1	-1	.	.	.	-9	-12	-6	3
COc1cc2c(cc1OC)CN(C(=O)/C=C/c1ccccc1[N+](=O)[O-])CC2	.	43	14	1	.	7	30	0
CCOC(=O)N1CCN(Cc2nc3cc([N+](=O)[O-])ccc3n2CC)CC1	-10	5	-3	-1	-1	-3	-1	-1
CS(=O)(=O)N1CCN(c2ccc(NC(=O)CSc3nnc(-c4ccco4)o3)cc2)CC1	.	4	18	5	.	-4	17	.
CCOC(=O)c1ccc(NC(=O)N2CC(C)OC(C)C2)cc1 (centres undefined)	-5	.	.	.	1	-2	.	1
CCCCn1c(CN2CCN(c3cccc(Cl)c3)CC2)nc2c1c(=O)[nH]c(=O)n2C	6	58*	11	7	.	.	.	1
COc1cc(OC)nc(C(NC(=O)C2CCN(Cc3ccc(Oc4ccccc4)cc3)CC2)c2ccc(F)cc2)n1 (centres undefined)	-17	23	14	0	-4	-1	-3	-3
CN1c2ccc(Br)cc2[C@@H]2[C@@H](CCN2C(=O)C2CCCCC2)[C@H]1CO	5	-8	6	0	-6[16.7 µM]	-7	-17	10
C=Cc1ccc(C2=CC(=O)C[C@H](c3ccc(OC)cc3)C2)cc1	-7	-26	.	0	3	-16	-22	0
COc1ccc(NC(=O)N[C@H]2CC[C@@H](CCn3cc(C4(O)CCCC4)nn3)O[C@H]2CO)cc1	8	1	-11	1	.	-5	4	1
COc1cc2c(c(OC)c1OC)C(=O)CO2	2	0	8	-1	-1	.	-8	-5

Further records.
SMILES	PGC1a acetyl inh	EWS-Fli inh	LGR2 inh	Casp6 inh	miR122 inh	FN deposition inh	PAX8 inh HTS	Cneo AK release
CCOC(=O)Cn1c2c(c(=N)c3ccccc31)CCC2	-3	.	8	.	2	.	.	-1
COCc1cn(CC[C@@H]2CC[C@H](NC(=O)c3ccncc3)[C@@H](CO)O2)nn1	6	-4	-13	1	.	5	0	-1
O=C(Nc1ccccc1F)N1C[C@@H]2[C@H](c3ccccc31)[C@H](CO)N2C(=O)C1CCCC1	-6	-23	-30	0	30[16.7 µM]	-3	-81	-10
C=CCn1c(CSc2ccc(C)cc2)n[nH]c1=S	-9	5	-7	1	3	2	-14	1
CCC(=O)N1CCCCN2[C@@H](CO)[C@@H](c3ccc(C#CCOC)cc3)[C@@H]2C1	1	5	7	3	-6[16.7 µM]	.	-15	-1
O=C(C[C@@H]1C=C[C@@H](NC(=O)c2cccc(F)c2)[C@H](CO)O1)NCc1ccccc1	3	-2	-30	-1	-7[16.7 µM]	7	-10	36
C[C@H](CO)N1C[C@H](C)[C@@H](CN(C)S(=O)(=O)c2ccc(Cl)cc2)Oc2c(NS(=O)(=O)c3ccc(Cl)cc3)cccc2C1=O	1	-7	1	-2	3[16.7 µM]	.	-23	8
CC1(C)CC(=O)c2cnc(N3CCc4ccccc4C3)nc2C1	9	-77	-25	0	.	.	.	-1
C[C@H](CO)N1C[C@H](C)[C@@H](CN(C)Cc2ccc(C(F)(F)F)cc2)OCCCC[C@H](C)Oc2ccc(NS(C)(=O)=O)cc2C1=O	-3	10	14	.	-4[16.7 µM]	.	-2	54
COc1ccc(S(=O)(=O)Nc2cccc3c2O[C@@H](CN(C)Cc2ccc(C(=O)O)cc2)[C@H](C)CN([C@@H](C)CO)C3=O)cc1	5	-16	1	.	8[16.7 µM]	-1	.	.
Cc1ccc(C)c(NCCC#N)c1	1	.	1	.	-5	.	.	-1
CCc1nnc(NC(=O)CCC(=O)N2CCN(c3cc(C)ccc3C)CC2)s1	5	3	-10	0	3	0	7	1
CC(Oc1ccccc1)C(=O)Nc1nc2c(s1)C(=O)CC(C)(C)C2 (centres undefined)	9	.	-6	.	-4	.	.	-1
COc1cccc(/C=N/NC(=O)c2c(-c3ccccc3)noc2C)c1	.	.	.	.	-15	7	12	1
CCOC(=O)C(C)Sc1nnc(CNC(=O)c2ccc(OC)cc2)n1C1CCCCC1 (centres undefined)	-1	.	15	15	2	-6	11	.
Cn1cnnc1SCC(=O)N1CCN(C(=O)c2ccco2)CC1	-9	7	8	-3	.	10	7	.
C[C@@H]1CN([C@H](C)CO)C(=O)c2cc(N(C)C)ccc2O[C@@H](C)CCCCO[C@H]1CN(C)C(=O)C1CCCCC1	14	-8	3	-5	0[16.7 µM]	.	-24	1
CC(C)NC(=O)CN1CCN(c2ncccn2)CC1	7	.	3	.	-2	.	.	1
Cc1ccc(Nc2ccc(C(N)=O)cc2[N+](=O)[O-])cc1C	.	14	24	-2	.	8	11	.
Cc1ccccc1CSCC(=O)c1c(N)n(C)c(=O)n(C)c1=O	-1	-36	-23	-1	23	.	.	1

Screening data as filed in PubChem.
